# KDM5B inhibitor: KDM5B demethylase inhibition; Q9UGL1; KDM5B demethylase, FDH-coupled NADH fluorescence (FDH is formaldehyde dehydrogenase); Potency, µM (top dose mostly 57.7 µM), inactives show top-dose activity change, negative = inhibition, most hits filed as inhibitors; 220,000 compounds, 2.6% hits; AID 1347165; active means well fitted inhibition curve with a large enough effect; inconclusive means small, poorly fitted or top-dose-only effect; inactive means no such curve, though single readings can be large or run the other way; further: 0% is about no effect; nearly all actives have a fitted effect of over 70% in size
#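 Measured: NADH fluorescence change, 30 min, RT. System: KDM5BΔAP 200 nM final, H3K4me3 peptide, α-KG, Fe(II), ascorbate, NAD⁺ plus FDH, pH 7.5 HEPES. Compounds: titrated, 10 min pre-incubation with enzyme.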
# Active calls of the source: *; u = inconclusive; [ ] = remark or other dose. Potency means the concentration at half of the fitted maximal effect.
# Start of the listing, in advance:
mol | KDM5B inhibitor
Cc1ccccc1N1CCN(C2CCCN(C(=O)CN3CCCC3=O)C2)CC1 (stereo not drawn) | 9%
CCOc1ccc(S(=O)(=O)N2CCCCC2)cc1NC(=O)Cc1n[nH]c(=O)c2ccccc12 | 11%

# Main list (from the top)
mol | KDM5B inhibitor
Cc1ccccc1N1CCN(C2CCCN(C(=O)CN3CCCC3=O)C2)CC1 (stereo not drawn) | 9%
CCOc1ccc(S(=O)(=O)N2CCCCC2)cc1NC(=O)Cc1n[nH]c(=O)c2ccccc12 | 11%
Cc1ccc(C(=O)Nc2nnc(S(=O)(=O)N3CCCc4ccccc43)s2)cc1 | 0%
Cc1ccc(C)c(NC(=O)C2=Cc3sc4c(c3CS2)CCCC4)c1 | -23%
Cc1cnc(CC2CCN(C(=O)COc3ccc(F)cc3)CC2)n1Cc1ccc(F)cc1 | -10%
CC(=O)N1CCC2(CC1)CC(C(C)C)=NO2 | 6%[230 µM]
COc1cccc(C(=O)Nc2nnc(-c3ccc(OC)cc3OC)s2)c1 | u
CCOc1ccc(CNC(=O)CN2C(=O)CSc3c2c(C)nn3-c2ccccc2)cc1 | 3%
CCN1CCC(N2CCC3(CC2)CC2C(=O)N(CC)C(=O)N2C3)CC1 (stereo not drawn) | -17%
O=C(Nc1ccccc1)C1CCN(c2nc3ccccc3o2)CC1 | 4%
CCCCC(CC)CNC(=O)CCC(=O)NCC(CC)CCCC (stereo not drawn) | -8%
CNC(=O)c1ccc(C2CCCN2C(=O)CCc2cc3n(n2)CCCNC3)s1 (stereo not drawn) | -10%
CCOC(=O)c1cccc(NC(=O)Nc2ccc3c(c2)C(=O)OC3)c1 | -21%
Cc1cccc(-c2nc3c(Br)c(N)c(Br)cc3o2)c1 | -21%
COc1ccc2oc(-c3ccc(C)c(NC(=O)c4ccc5c(c4)OCCO5)c3)nc2c1 | u
O=C(Oc1ccc2ccccc2c1)C1C2CCCC1C2c1ccccc1 (stereo not drawn) | 21%
CC(C)(C)C1CCc2c(sc(NC(=O)Cn3nnc(-c4ccccc4Cl)n3)c2C#N)C1 (stereo not drawn) | -25%
CCc1ccc2occ(CC(=O)N(Cc3ccc(F)cc3)C3CCS(=O)(=O)C3)c2c1 (stereo not drawn) | 7%
c1ccc(C(CNc2nccc(-c3ccncc3)n2)N2CCOCC2)nc1 (stereo not drawn) | u
COc1ccc(N2CCN(C(=O)Cn3c(-c4ccc(F)cc4)nc(C)cc3=O)CC2)cc1 | -19%

# (list continues)
mol | KDM5B inhibitor
COc1ccc(-c2nc(CNS(=O)(=O)c3ccccc3)cs2)cc1 | u
OCC1(CCCc2ccccc2)CCCNC1 (stereo not drawn) | 7%
CCc1nnc(SC(CC)C(=O)NCCOC)c2cc3occc3n12 (stereo not drawn) | -36%
CCOC(=O)/C=C/c1cc(C(=O)OCC)c(/C=C/C(=O)OCC)cc1C(=O)OCC | 21%
Cc1nc2nc(SCC(=O)N(Cc3ccccc3)C(C)C)nn2c(C)c1Cc1ccccc1Cl | u
CC(C)C[C@@H]1N[C@H](C(=O)NCc2ccccc2Cl)Cc2c[nH]c3cccc1c23 | -8%[86.2 µM]
O=C(CCc1ccc2ccccc2n1)NCCc1ccc(C(F)(F)F)cc1 | 9%
COC[C@H](C)NC(=O)c1cn2cc(-c3ccc(OC)cc3F)n(C)c(=O)c2n1 | -1%
CCOc1ccc(NC(=O)c2ccc3ccccc3n2)cc1 | 8%
CCOc1ccc2c(=O)c(Oc3ccccc3OCC)c(C)oc2c1 | -7%
c1ccc(-c2nc(CC3CCCNC3)no2)cc1 (stereo not drawn) | -15%
Cc1cn2nc(C(=O)N3CCC(NC(=O)c4ccc(Cl)cc4)CC3)cc2c(=O)[nH]1 | u
CNC(=O)Cn1nc(C(=O)N2CCC3(CC2)[C@H](O)C[C@@H]3O)cc1C | 16%
COC(=O)C(C)Sc1ccccc1C(=O)O (stereo not drawn) | 1%
O=c1/c(=C\c2ccc(O)cc2)sc2nc(-c3ccccc3)c(-c3ccccc3)n12 | -2%
COCC1(CNS(=O)(=O)c2ccc(Cl)cc2)C[C@@H](O)[C@@H](O)C1 (stereo partly drawn) | -19%[86.2 µM]
Cc1ccc2onc(CC(=O)Nc3ccc(C(C)C)cc3)c2c1 | 13%
NCCc1ccc(CN2CCC3(CC2)OCCCC3O)cc1 (stereo not drawn) | -3%
Cc1ccsc1C(=O)NC(CC(=O)O)c1cccs1 (stereo not drawn) | 17%
O=C(NCc1nnc2n1C(C(=O)NC1CC1)CC2)c1ccc(Cl)cc1Cl (stereo not drawn) | -13%[115 µM]

# (continued)
mol | KDM5B inhibitor
CC(=O)Nc1cccc(-n2nnc(SCC(=O)N(C)c3ccccc3)n2)c1 | 2%
CCCOc1cccc(C(=O)Nc2scc(-c3ccc(OC)c(OC)c3)c2C(=O)OC)c1 | -7%
N#Cc1nc(-c2ccc(S(=O)(=O)N3CCCC3)cc2)oc1N1CCN(c2cccc(Cl)c2)CC1 | -74%
Cc1ccccc1CSc1ccc(-c2cccs2)nn1 | -23%
CCOC(=O)COc1ccc2c(=O)c(Oc3ccccc3OCC)coc2c1 | 11%
CCN(Cc1ccccc1)C(=O)c1cn(-c2cccc(Cl)c2)nn1 | 6%
Cc1nc2scc(CC(=O)NCCC(C)C)n2c(=O)c1-c1cc(C)n(-c2cc(F)ccc2F)n1 | 28µM*
CCOC(=O)Cn1c(=O)n(C2CCCCC2)c2nc(-c3cccc(OC)c3)nc(C(N)=O)c21 | -30%
COc1ccc(-c2nc(SCC(=O)N3CCCCC3C)n[nH]2)cc1 (stereo not drawn) | u
CCCc1noc(-c2cccn3c(CNC(=O)Cc4ccccc4OC)nnc23)n1 | -19%
COc1ccc2c(C)c(CC(=O)N3CCC(O)(c4ccc(Cl)cc4)CC3)c(=O)oc2c1 | u
N#Cc1ccc(C(=O)N2CCCCCNC(=O)CC2c2ccccc2)cc1 (stereo not drawn) | 28%
Cc1ccccc1-c1noc(-c2ccccc2OCC(=O)Nc2cccc([N+](=O)[O-])c2)n1 | 3%
COc1ccc(N2CC(NC(=O)C(=O)c3c[nH]c4ccccc34)CC2=O)cc1 (stereo not drawn) | 8%
O=C(c1ccccc1)N1CCn2c(nnc2-c2ccncc2)C1 | -1%[149 µM]
O=C(NC1CC(=O)N(CCc2ccc(F)cc2)C1)C1CCCCC1 (stereo not drawn) | 0%
CCNC(=O)c1cc2n(n1)CC(c1ccc(Br)cc1)OC2 (stereo not drawn) | u
Cc1ccc2nc3n(c2c1)[C@@H](CNC(=O)c1ccc(C#N)cc1)COC3 | -10%[86.2 µM]
Clc1ccc(N2CCN(c3ncnc4c3cnn4-c3ccccc3)CC2)cc1Cl | -12%
COc1cccc(-c2cc(C(=O)NCc3nc(-c4ccccc4)n[nH]3)[nH]n2)c1 | 25%

# Going on with the list.
mol | KDM5B inhibitor
Cc1ccc(-c2nnc(SCc3cc(-c4ccco4)on3)o2)cc1 | -7%
COc1ccc(C(=O)N2CCC(Oc3ncccc3C(=O)N3CCCCC3)C2)c(OC)c1 (stereo not drawn) | 7%
O=C(NC1(CN2CCOCC2)CCCC1)c1ccc(C2CCCNC2)cc1 (stereo not drawn) | 31%
O=C(CSc1nnc(N2CCOCC2)n1-c1cccc(F)c1)N(C1=CCCCC1)C1CC1 | -5%
Cc1nc(C2(C)CCN(S(=O)(=O)c3c(C)noc3C)CC2)no1 | 14%
CCOc1ccc(NC(=O)C2CCN(c3ccc(C#N)cn3)CC2)cc1S(=O)(=O)N1CCCCC1 | 2%
CN(C)C(=O)CN1CCN(CC2CCCCC2)CC1 | 17%
Cc1cc(C)c(NC(=O)CCN2C(=O)c3ccccc3Sc3ncccc32)c(C)c1 | u
Cc1cc2cc3c(cc2nc1SCC(=O)N1CCOCC1)OCO3 | -1%
COC(=O)[C@@H]1Cc2ncn(C)c2CN1C(=O)c1ccccc1C(=O)O | -13%[86.2 µM]
O=C(Nc1ccc(C(=O)OCc2cc(=O)n3nc(C4CC4)sc3n2)cc1)c1cccc(F)c1 | 13%
O=C1CO[C@H](c2ccc(NC(=O)C3CCOCC3)cc2)[C@@H](CO)N1 | -12%[86.2 µM]
Cc1ncoc1C(=O)NC1CC(C)(C)Cc2c1cnn2-c1ccc(F)cc1 (stereo not drawn) | -29%
CCn1nc(C(=O)Nc2ccc(C)c(S(=O)(=O)N3CCOCC3)c2)c2ccccc2c1=O | 1%
O=C(c1ccc2c(c1)OCO2)N1CCCC2(CC(c3cccc(C(F)(F)F)c3)=NO2)C1 (stereo not drawn) | 15%[115 µM]
C[C@@H](NC(=O)C1=C[C@@H](NC(=O)Nc2ccc(F)cc2F)[C@@H](O)[C@H](O)C1)C(N)=O | -24%[86.2 µM]
COCCOc1ncccc1-c1noc([C@@H]2CCCN2Cc2ccc(OC)cc2O)n1 | u
COc1ccc(S(=O)(=O)NCCc2sc(-c3cccc(C)c3)nc2C)cc1 | u
CC(C)C(CNC(=O)c1cccc(CS(C)=O)c1)c1ccccc1 (stereo not drawn) | 19%
CCOc1ccccc1NC(=O)CSc1nc2c(c(=O)[nH]1)CCC2 | -23%

# In another format: results already given.
KDM5B inhibitor	Structure
-23%	Cc1ccc(C)c(NC(=O)C2=Cc3sc4c(c3CS2)CCCC4)c1
-23%	Cc1ccccc1CSc1ccc(-c2cccs2)nn1
u	Cc1cn2nc(C(=O)N3CCC(NC(=O)c4ccc(Cl)cc4)CC3)cc2c(=O)[nH]1
-1%	Cc1cc2cc3c(cc2nc1SCC(=O)N1CCOCC1)OCO3
u	COc1cccc(C(=O)Nc2nnc(-c3ccc(OC)cc3OC)s2)c1

# Additional structures follow:
mol | KDM5B inhibitor
NC(=O)c1cccc(-c2ncc3c(n2)OCCN(c2cccc(C(F)(F)F)c2)C3=O)c1 | -19%[86.2 µM]
Cc1noc2c(N(C)C)cc(-c3cccs3)nc12 | -31%[115 µM]
COc1ccc(S(=O)(=O)N2CCCCC2)cc1NC(=O)Cc1nn(C)c(=O)c2ccccc12 | 2%
CC(C(=O)N1CCCN(C)c2ccccc21)c1ccccc1 (stereo not drawn) | -7%
Cc1ccc(-c2csc(-c3ccc(O)cc3)n2)c(C)c1 | u
COc1ccc(-c2coc3cc(OC(=O)N4CCOCC4)ccc3c2=O)cc1 | -2%
COc1ccc(N2C(=O)CSC2c2ccc(F)cc2)cc1 (stereo not drawn) | 23%
O=C(Nc1ccc(F)cc1F)N1C[C@@H](F)[C@@H](OCc2nc3ccccc3[nH]2)C1 | 0%[86.2 µM]
CN(C)CCNC(=O)C(=O)NCC1OCCN1S(=O)(=O)c1cc(F)ccc1F (stereo not drawn) | 13%
CCc1ccc(CNC(=O)C2CCN(c3nnc(C)c4c(C)n(-c5ccc(C)cc5)nc34)CC2)cc1 | -28%
CCN(CC)C(=O)CNC(=O)c1[nH]c2ccccc2c1Cl | u
O=S(=O)(NCCc1nnc2ccc(SCc3ccc(Cl)cc3Cl)nn12)c1ccccc1 | -5%
CCC(=O)N1Cc2ccccc2CC2(CCN(Cc3ccncc3)CC2)C1 | u
COc1ccccc1-c1noc(CCCC(=O)Nc2ccc(S(=O)(=O)N3CCOCC3)cc2)n1 | -12%
CC(Sc1ccc([N+](=O)[O-])cn1)C(=O)Nc1nccs1 (stereo not drawn) | -5%
Cc1cc(C)n(-c2nc3ccccc3nc2NCc2ccccc2)n1 | u
CCc1ccc(NC(=O)CNC(=O)Cn2ccc3ccccc3c2=O)cc1 | u
COc1ccc(-n2c(C)nc3c(cnn3-c3ccc(C)c(C)c3)c2=O)cc1Cl | u
N#Cc1cc2c(nc1SCCS(=O)(=O)c1nc3ccccc3s1)CCCC2 | -18%
N#CC1=C(N)OC2=C(C(=O)CC(c3cccc(Cl)c3)C2)C1c1ccc(Cl)cc1 (stereo not drawn) | -1%

# The results go on:
mol | KDM5B inhibitor
COc1cccc(C(=O)Nc2cccc(-c3nnc(-c4ccccc4)o3)c2)c1 | -12%
N=c1ccn2c(n1)OC1C(O)C(CO)OC12 (stereo not drawn) | 16%
O=C1N(C2CCCCC2)C[C@H]2CN(Cc3cccc(Cl)c3)CCN12 | -9%[86.2 µM]
CC(C)(C)c1ccc(C(=O)Nc2ccc(NC(=O)c3ccc(C#N)cc3F)cc2)cc1 | 9%
COCCCNC(=O)c1ccc2c(c1)n(Cc1ccccc1)c(=O)c1ccnn12 | u
Cc1cccc(C)c1NC(=O)CN(Cc1ccc(Br)cc1)S(=O)(=O)c1ccccc1 | -10%
COc1cc(OC)cc(C(=O)N2CCC(Cc3nc(C(C)C)no3)CC2)c1 | 24%
CNc1nc(-c2c(C)n(C)c3ccc(OC)cc23)cs1 | u
CC(CNC(=O)Cc1n[nH]c(=O)c2ccccc12)N1CCOCC1 (stereo not drawn) | 5%
Cc1ccc(C(C(=O)NC2CCCCC2)N(CC2CCCO2)C(=O)CCCC(=O)Nc2ccccn2)cc1 (stereo not drawn) | 31%
COc1ncccc1-c1nccn2c(C3CN(Cc4ccccc4O)C3)ncc12 | u
CN(CCOC(=O)c1cc(Cl)ccc1Cl)C(C)(C)C | -15%
Cc1ccc(-c2noc([C@@H]3CCCN3C(=O)c3ccc(C(C)C)cc3)n2)cc1 | 7%
CCC(O)Cn1nc(C2CCOCC2)nc1C1(C(N)=O)CC1 (stereo not drawn) | -20%
COc1ccccc1N1C(=O)c2ccc(C(=O)Nc3ccc(F)cc3)cc2C1=O | 4%
CC(=O)NCCC(=O)N1Cc2ccccc2CC2(CCCN2CC2CCCCC2)C1 (stereo not drawn) | -25%[115 µM]
CC(C)c1noc(-c2cccn3c(CNC(=O)c4ccc(C(C)(C)C)cc4)nnc23)n1 | u
CC1CCc2onc(C(=O)N3CCN(c4ccccc4)CC3)c2C1 (stereo not drawn) | -10%
O=S(=O)(NCC1CC1)c1ccc2ccccc2c1 | 13%

# A portion of the library, so the mix of outcomes need not match the whole.
